Myeloid diff MLP: promotes myeloid progenitor differentiation. actives 1% (n = 360,000). AID 624256. calls only at 10 µM. ER-HoxA9 myeloid progenitors, lysozyme-GFP differentiation, flow cytometry;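 active = normalized GFP-positive differentiation at or above the plate's own cutoff, the solvent-only control mean plus 3 SD; inconclusive = no clear call, values can overlap the other calls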;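 also: cells exposed to compound for four days before flow analysis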
RSV antiviral HEp-2: inhibition of RSV-induced cytopathic effect – HEp-2 cells, primary 10 µM value included (AID 2391) | HEp-2 cells, RSV-induced CPE inhibition; higher % means a stronger effect | one-dose CPE inhibition, % at 10 µM; IC50 in µM for titrated hits | actives 0.13% (n = 310,000); in the data active = a potency from the dose series; inconclusive = CPE inhibition mostly from about 23% at the one dose, without a potency; inactive = the rest, 99 in 100 with CPE inhibition below about 21%; also: strong numbers were not always called active
Myeloid diff MLP GFP+ MAC1+ %: recorded beside Myeloid diff MLP, whose call it bears; GFP+ MAC1+ double positive, %; measured here: differentiation confirmed by MAC1 staining
Starred values were filed as active, the others as inactive; i = inactive; ? = inconclusive; + = active, no number. The list is partial (hit frequency here may not be typical).

SMILES	Myeloid diff MLP	Myeloid diff MLP GFP+ MAC1+ %	RSV antiviral HEp-2
Cc1ccc(NC(=O)C2COc3ccccc3O2)cc1S(=O)(=O)N1CCCCC1 (stereo not given)	i	1.1	8.3%
CC(=O)N1CCN(C(=O)COC(=O)c2oc3ccccc3c2C)CC1	i	0.7	1.6%
O=C(N/C=C/c1ccccc1)c1ccccc1	i	0.7	9.1%
COc1cc(NC(=O)c2ccccc2)c(OC)cc1NC(=O)CN1C(=O)NC2(CCCCC2)C1=O	i	1.2	0.1%
CCCCCCC1(C)NC(=O)N(C(C)C(=O)Nc2ccc(N3CCOCC3)cc2)C1=O (stereo not given)	i	1.7	-0.2%
COc1ccc(N(C)S(=O)(=O)c2cccc(C(=O)Nc3nc(C)cs3)c2)cc1	i	1.5	2.7%
CCOC(=O)c1[nH]c(C)c(/C(O)=C2\C(=O)C(=O)N(CCCN(CC)CC)C2c2cccnc2)c1C (stereo not given)	i	1.1	-0.1%
CCN(c1ccccc1)S(=O)(=O)c1ccc(OC)c(NC(=O)Cc2ccc(F)cc2)c1	i	0.4	13.4%
Cc1ccc(Oc2ccc(NC(=O)C3=CC=CN4CCS(=O)(=O)N=C34)cc2)cc1	i	0.9	0.0%
Nc1cc2c(cc1Cl)N(Cc1ccccc1)C(=O)CO2	i	0.3	0.8%
Cc1nnc(SCC(=O)N2CCN(c3ccccc3)CC2)n1C1CC1	i	0.6	1.6%
CCN(C(=O)COC(=O)CSc1ccc(F)cc1)c1c(N)n(Cc2ccccc2)c(=O)[nH]c1=O	i	0.2	0.3%
C=CCn1c(C)cc(C(=O)CSc2nnc(C3CC3)n2C2CC2)c1C	i	0.4	1.9%
O=C(C1CCN(S(=O)(=O)c2ccccc2F)CC1)N1CCN(Cc2ccc3c(c2)OCO3)CC1	i	1.4	0.1%
O=C1c2ccccc2C(=O)N1CCc1ccccc1	i	0.3	0.8%
COc1ccc(OC)c(-c2csc(NC(=O)CSCC(=O)Nc3cc(C)on3)n2)c1	i	0.6	2.3%
O=C(Oc1ccc(/C=N/NC(=O)c2ccco2)cc1)c1ccccc1	i	0.6	1.6%
c1coc(CSSCc2ccco2)c1	i	0.7	2.6%
Nc1c(C(=O)CSc2n[nH]c(-c3ccccc3Br)n2)c(=O)[nH]c(=O)n1C1CC1	i	0.2	0.9%
CCOc1ccc(OCCC(=O)Nc2ccc3c(c2)OCO3)cc1	i	0.6	2.1%
O=C(COC(=O)/C=C/c1ccc(Cl)c(Cl)c1)NC1CCS(=O)(=O)C1 (stereo not given)	i	0.3	1.1%
CN(C)S(=O)(=O)c1ccc(/C(O)=C2/C(=O)C(=O)N(CCCN3CCOCC3)C2c2ccncc2)cc1 (stereo not given)	i	1.1	1.8%
CCN1C(=O)N(C)[C@@H](c2ccccc2)C(C(C)=O)=C1C	i	2.5	0.6%
O=C(NCC1COc2ccccc2O1)c1cccc(S(=O)(=O)N2CCCCC2)c1 (stereo not given)	i	1.0	2.3%
O=C(Nc1cccc(S(=O)(=O)N2CCCC2)c1)c1cc(=O)[nH]c2ccccc12	i	1.2	2.4%

Next section, overlapping the part above by 3 compounds.
SMILES	Myeloid diff MLP	Myeloid diff MLP GFP+ MAC1+ %	RSV antiviral HEp-2
CCN1C(=O)N(C)[C@@H](c2ccccc2)C(C(C)=O)=C1C	i	2.5	0.6%
O=C(NCC1COc2ccccc2O1)c1cccc(S(=O)(=O)N2CCCCC2)c1 (stereo not given)	i	1.0	2.3%
O=C(Nc1cccc(S(=O)(=O)N2CCCC2)c1)c1cc(=O)[nH]c2ccccc12	i	1.2	2.4%
CCn1c2ccccc2c2cc(NC(=O)c3cccc([N+](=O)[O-])c3)ccc21	i	0.0	?
COc1ccc([C@H]2CC(=O)C=C(/C=C/c3ccccc3)C2)cc1	i	0.5	3.2%
COc1ccc(CNC(=O)c2ccccc2SCC(=O)NCc2ccco2)cc1	i	0.7	0.1%
O=C(OCc1c(F)cccc1Cl)c1cccc(S(=O)(=O)N2CCOCC2)c1	i	0.3	4.5%
CCCCN(C(=O)c1ccc(-c2ccc([N+](=O)[O-])cc2)o1)c1c(N)n(CC(C)C)c(=O)[nH]c1=O	i	0.8	-1.0%
Cn1nc(C(=O)Nc2cccc(S(=O)(=O)N3CCCC3)c2)c2ccccc2c1=O	i	0.4	1.5%
Oc1ccc(Cl)cc1CNCc1ccc(Cl)nc1	i	2.9	-1.2%
CC(C)(CNS(=O)(=O)c1ccc2ccccc2c1)N1CCOCC1	i	0.6	0.1%
COc1cc(/C=N/NC(=O)c2ccoc2C)cc(OC)c1OC	i	1.3	0.1%
O=C(O)c1c(Cl)cccc1Cl	i	1.9	1.0%
O=C(Nc1cccc(Br)c1)c1ccc2c(c1)SC1=NS(=O)(=O)CCN12	i	1.4	0.9%
CN(C(=O)/C=C/c1ccccc1)C1CCCCC1	i	0.9	-0.1%
Cc1ccc(S(=O)(=O)N2CCN(CCOc3c(Cl)cccc3Cl)CC2)cc1C	i	0.4	9.5%
O=C(CN1C(=O)C2CC=CCC2C1=O)Nc1nnc(C2CC2)s1 (stereo not given)	i	1.5	1.4%
O=C(NCCc1ccc(Cl)cc1Cl)C1=CC=CN2CCS(=O)(=O)N=C12	i	0.2	0.5%
C#CCOCCOCCOCCNc1nc(N2CCN(C(=O)CCCCCCCCCCNC(=O)Cn3cc(CCCCCN)nn3)CC2)nc(N2CCN(C(=O)CCCCCCCCCCNC(=O)[C@H](CO)n3cc(CCCSC)nn3)CC2)n1	i	2.5	7.5%
C[C@@H](O)CC#Cc1ccc2oc(=O)c(-n3cc(-c4ccsc4)nn3)cc2c1	i	2.0	-0.5%
CC(C)C[C@@H](CO)N(Cc1ccccc1)S(=O)(=O)N(Cc1ccccc1)[C@H](CO)CC(C)C	i	1.0	-1.7%
O=C(O)c1cc([N+](=O)[O-])ccc1NCc1ccccn1	i	1.0	3.2%
CCCN(C(=O)c1ccc(N2CCCC2=O)cc1)C1CCS(=O)(=O)C1 (stereo not given)	i	0.5	-0.2%
CC(=O)Nc1ccc(SCCN2CC[C@@H](C(C)(C)C)CCC2=O)cc1	i	1.2	1.9%
CN(CC(=O)Nc1ccccc1C(F)(F)F)C(=O)c1ccc2c(=O)n3c(nc2c1)CCC3	i	0.6	-1.1%
O=C(Cc1cccc(NC(=O)C2CCN(C(=O)C3CC3)CC2)c1)Nc1cccc(C(=O)N2CCCC2)c1	i	2.2	2.4%
Cc1noc(NS(=O)(=O)c2ccc(NC(=O)c3ccc(N(C)C)cc3)cc2)c1C	i	1.4	1.0%
CC(=O)Nc1ccc(SCCN2CC[C@@H](O)CCC2=O)cc1	i	1.6	2.1%

Profiles, looked up by structure:
C[C@@H](O)CC#Cc1ccc2oc(=O)c(-n3cc(-c4ccsc4)nn3)cc2c1 in the list: Myeloid diff MLP: i; Myeloid diff MLP GFP+ MAC1+ %: 2.0; RSV antiviral HEp-2: -0.5%
Cn1nc(C(=O)Nc2cccc(S(=O)(=O)N3CCCC3)c2)c2ccccc2c1=O in the list: Myeloid diff MLP: i; Myeloid diff MLP GFP+ MAC1+ %: 0.4; RSV antiviral HEp-2: 1.5%

(more compounds)
SMILES	Myeloid diff MLP	Myeloid diff MLP GFP+ MAC1+ %	RSV antiviral HEp-2
COc1ccc(CNC(=O)COC(=O)c2ccc(OCC3CCCO3)cc2)cc1 (stereo not given)	i	0.7	1.0%
CCOC(=O)C1=CC[C@H]2c3c(c4ccccc4n3C)C[C@H]1N2C	i	1.5	-0.7%
CC(C)CN(C(=O)CSc1nnc2ccccn12)C1CCS(=O)(=O)C1 (stereo not given)	i	0.6	0.1%
CCN(CC)c1ccc(S(=O)(=O)N2CCOCC2)cc1NC(=O)Cn1nc(C)c([N+](=O)[O-])c1C	i	0.5	1.6%
CCc1ccc(Nc2nnc(SCC(=O)NC(=O)CN3CCCC3=O)s2)cc1	i	0.4	1.0%
Cc1csc(SCC(=O)Nc2ccc(C)c(F)c2)n1	i	1.0	3.7%
CCCN(C1CCS(=O)(=O)C1)S(=O)(=O)c1ccc2ccccc2c1 (stereo not given)	i	1.9	-0.1%
CCOC(=O)C1CCCN(C(=O)CCNS(=O)(=O)c2ccc(Br)cc2)C1 (stereo not given)	i	0.7	0.2%
CCCCN(C(=O)c1ccc2c(c1)NC(=O)CS2)c1ccccc1	i	1.1	-0.6%
O=C(NCc1cccc(Cl)c1)c1cccc(S(=O)(=O)N2CCCC2)c1	i	0.8	1.4%
O=C(CNC(=O)C1CCCCC1)OCC(=O)c1ccc(F)cc1	i	1.3	0.3%
O=C(COC(=O)C12CC3CC(CC(Cl)(C3)C1)C2)Nc1ccc2[nH]c(=O)[nH]c2c1	i	0.9	2.7%
O=C(Nc1ccc(N2CCCCC2)cc1)C1CCCN1S(=O)(=O)c1ccc(F)cc1 (stereo not given)	i	0.4	2.5%
Cc1ccc(O)c(NC(=S)NC(=O)c2ccc(-c3ccc(Cl)cc3)o2)c1	i	0.7	-0.2%
Cc1ccc(OCC(=O)N2CCN(S(=O)(=O)c3ccc(Cl)s3)CC2)cc1C	i	0.1	1.4%
Nc1c(C(=O)NC2CCCC2)c2nc3ccccc3nc2n1/N=C/c1cccnc1	i	0.1	-1.8%
CC1CN(C(=O)c2ccccc2OCc2ccc(Cl)cc2Cl)CC(C)O1 (stereo not given)	i	0.4	4.0%
CCOc1ccc(NC(=O)c2ccc(OCC3CCCO3)cc2)cc1S(=O)(=O)N(CC)CC (stereo not given)	i	0.5	4.0%
O=C(COC(=O)C1CC1)Nc1ccc(Cl)cn1	i	1.0	-0.2%
COc1ccc2oc(C(=O)NCc3ccccc3CN3CCCC3)c(C)c2c1	i	1.0	-0.2%
COC(=O)C1N[C@@H]([C@@H](NC(=O)COc2ccccc2)C(=O)NCc2ccsc2)SC1(C)C (stereo not given in full)	i	0.5	-0.8%
CC(OC(=O)c1ccc(-n2cnnn2)cc1)C(=O)Nc1ccc(F)c(F)c1F (stereo not given)	i	0.4	0.7%
COC(=O)c1ccc(COC(=O)CNC(=O)c2ccc(C)s2)cc1	i	0.2	1.7%
CCC(C)NC(=O)c1ccc(NC(=O)CC2SC(N3CCCCC3)=NC2=O)cc1 (stereo not given)	i	0.1	1.4%
CC(C#N)(NC(=O)CN1CCN(S(=O)(=O)c2ccc(Br)cc2Cl)CC1)C1CC1 (stereo not given)	i	0.9	0.5%

The list continues.
SMILES	Myeloid diff MLP	Myeloid diff MLP GFP+ MAC1+ %	RSV antiviral HEp-2
COc1ccc(OCC(=O)NCCCNC(=O)COc2ccc(OC)cc2)cc1	i	0.5	2.6%
C=CCN(CC=C)Cc1c(O)ccc2c1oc(=O)c1ccccc12	i	4.7	6.1%
Cc1ccc2scc(CN3CCCC3)c2c1	i	0.5	0.0%
Cc1cc2cc(CCNC(=O)C(C)C)c(=O)[nH]c2cc1C	i	0.8	0.6%
Cc1ccc(CNC(=O)C2CC(=O)N(C3CCCC3)C2)cc1 (stereo not given)	i	0.2	1.1%
CCC1CCCCN1CC(=O)Nc1ccc2c(c1)OCCO2 (stereo not given)	i	0.3	0.9%
CN(C)S(=O)(=O)c1ccc(C(=O)OCC(=O)Nc2ccc3c(c2)OCO3)cc1	i	0.9	2.6%
CCOc1cc(C(=O)Nc2ccccc2N2CCOCC2)ccc1OCC(=O)N1CCOCC1	i	0.6	0.9%
COC(=O)C1=CO[C@@H](O)C2C(CO)=CCC12 (stereo not given in full)	i	1.4	-0.8%
O=C(CN1C(=O)NC(c2ccccc2)(c2ccccc2)C1=O)NCC(=O)Nc1ccc(F)cc1	i	0.1	1.4%
COc1ccc2c(c1)O[C@@]1(CCCC[C@@H]1C)CC2=O	i	1.4	-1.9%
COc1ccc(-c2cc(C(=O)N3CCCC(C(F)(F)F)C3)c3ccccc3n2)cc1 (stereo not given)	i	0.6	1.0%
CN(C)N(C(=O)c1cc(-c2cccs2)nn1-c1ccccc1)C1CCS(=O)(=O)C1 (stereo not given)	i	0.8	2.1%
O=C(NC1CCCC1)c1cccc2c1C(=O)c1ccc(/C=C/c3ccccc3)cc1S2(=O)=O	i	2.7	0.5%
O=C(CN1C(=O)C2CC=CCC2C1=O)Nc1ccc(OC(F)(F)F)cc1 (stereo not given)	i	1.6	1.5%
CC(C)c1ccc(-n2nnnc2SCC(=O)NC2CC2)cc1	i	1.1	3.4%
Nc1nc(Cl)cc(=O)n1Cc1ccc(Cl)cc1	i	0.8	1.8%
CNc1snc(C)c1C(=O)OC(C)C(=O)Nc1ccccc1 (stereo not given)	i	0.5	0.7%
COc1ccc2c(CC(=O)N3CCN(S(=O)(=O)c4ccc(F)cc4)CC3)coc2c1	+	0.3*	0.7%
CC(NC(=O)C1CCN(C(=O)c2ccc(F)cc2)CC1)c1ccc(-n2ccnc2)cc1 (stereo not given)	i	0.2	-0.9%
O=C(Cn1nnc(-c2ccc(Cl)cc2)n1)N1CCN(C(=O)c2ccco2)CC1	i	0.3	0.9%
OCc1cc(-c2ccccn2)no1	i	0.9	2.1%
C=CCNc1oc(C2CCCC2)nc1C#N	i	0.9	1.1%
COc1cc([N+](=O)[O-])ccc1NC(=O)C1CCCN(S(C)(=O)=O)C1 (stereo not given)	i	0.8	1.5%

Fetched by structure from the list above (two):
SMILES	Myeloid diff MLP	Myeloid diff MLP GFP+ MAC1+ %	RSV antiviral HEp-2
Cc1cc2cc(CCNC(=O)C(C)C)c(=O)[nH]c2cc1C	i	0.8	0.6%
CC(NC(=O)C1CCN(C(=O)c2ccc(F)cc2)CC1)c1ccc(-n2ccnc2)cc1 (stereo not given)	i	0.2	-0.9%
